Screens deposited in PubChem BioAssay by Broad Institute.
RAD52 inh = RAD52 DNA annealing inhibitors, primary screen, biochemical, FRET, single point, set 2 | recombinant RAD52 DNA annealing, FRET fluorescence | inhibition, % at 18.7 µM | 0.46% of 360,000 active;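 active = every replicate showing at least 50% inhibition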
Target sequence (P43351 whole entry, looked up): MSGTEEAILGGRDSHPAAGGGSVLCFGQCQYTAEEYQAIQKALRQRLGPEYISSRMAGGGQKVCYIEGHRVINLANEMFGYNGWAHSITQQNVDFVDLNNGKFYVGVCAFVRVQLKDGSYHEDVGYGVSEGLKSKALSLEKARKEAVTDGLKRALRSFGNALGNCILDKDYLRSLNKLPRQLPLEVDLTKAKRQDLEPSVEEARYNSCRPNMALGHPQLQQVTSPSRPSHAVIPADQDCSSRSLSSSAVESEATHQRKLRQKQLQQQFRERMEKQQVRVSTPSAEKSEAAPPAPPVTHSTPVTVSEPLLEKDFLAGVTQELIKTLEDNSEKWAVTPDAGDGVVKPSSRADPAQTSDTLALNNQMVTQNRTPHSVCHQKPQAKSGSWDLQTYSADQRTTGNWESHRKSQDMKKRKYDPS
esBAF inh = Bmi1 luciferase reporter increase in mESCs, primary screen, esBAF inhibitor project, mouse ES cells, Bmi1 luciferase knock-in, single point; 24 h; 100% = twice the neutral-well signal; reporter increase, % at 12.5 µM; 2% of 350,000 active; in the data active = activation above about 40%;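 note: 0% = median of the plate's neutral control wells and 100% = double that signal; a rise in the Bmi1 reporter signal indicates esBAF inhibition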
S100A4 MyoIIA = inhibitors of S100A4-myosin IIA peptide binding, primary screen, biochemical, fluorescence polarization, TAMRA-MyoIIA peptide; inhibition, % at 10.7 µM; 0.14% of 360,000 active; AID 652163, 2013;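 active = mean inhibition of at least 70% across replicates, with every replicate also reaching that level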
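Material: S100A4 monomer (human). Medium: Calcium-containing HEPES buffer, pH 7.2. Probe or stimulus: labelled myosin peptide probe, 5 nM. Compound dosing: one concentration per compound. Timing: polarization read 5 min after assay mix addition, stable 5–60 min. Benchmarks: DMSO as neutral control, TFP as positive control.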
Xi reactivation = activators of inactive X chromosome reactivation, primary screen, imaging, XiGFP fibroblasts, GFP high-content imaging, set 2 | activation, % at 7.58 µM | XiGFP mouse fibroblasts, % GFP-positive cells imaging, 3 d; cells co-treated with 5-aza-dC sensitizer; scaled so ellipticine positive control = 100% | 0.055% of 360,000 active | AID 743238, 2013;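 active = mean normalized replicate activation at least 10% and every replicate at or above 10%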;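 note: 0% = median of on-plate neutral control wells and 100% = ellipticine 6 µM median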
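Material: SV40-immortalized XiGFP fibroblast cells, line 68-5-11 | Buffer or medium: DMEM containing 5-aza-dC | Dosing: One concentration, pinned | Times: 3 d treatment, 15 min room-temperature fixation | Controls: Ellipticine 6 µM positive control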
E-sel inducer = E-selectin induction in HUVECs, primary screen, imaging, HUVEC, immunofluorescence imaging, single point. 0.37% of 260,000 active. P16581. activation, % at 7.58 µM. normalized: neutral wells 0, TNF-alpha wells 100. AID 686992, 2013;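 active = mean E-selectin-positive cell signal at least 10% of the positive control, reached in at least 60% of replicates, without over 20% cell loss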;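 note: in these data hits start at about 27%; measured in HUVEC primary endothelial cells; signal is the percent of cells scored E-selectin positive by PE staining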
Target sequence (P16581 whole entry, looked up): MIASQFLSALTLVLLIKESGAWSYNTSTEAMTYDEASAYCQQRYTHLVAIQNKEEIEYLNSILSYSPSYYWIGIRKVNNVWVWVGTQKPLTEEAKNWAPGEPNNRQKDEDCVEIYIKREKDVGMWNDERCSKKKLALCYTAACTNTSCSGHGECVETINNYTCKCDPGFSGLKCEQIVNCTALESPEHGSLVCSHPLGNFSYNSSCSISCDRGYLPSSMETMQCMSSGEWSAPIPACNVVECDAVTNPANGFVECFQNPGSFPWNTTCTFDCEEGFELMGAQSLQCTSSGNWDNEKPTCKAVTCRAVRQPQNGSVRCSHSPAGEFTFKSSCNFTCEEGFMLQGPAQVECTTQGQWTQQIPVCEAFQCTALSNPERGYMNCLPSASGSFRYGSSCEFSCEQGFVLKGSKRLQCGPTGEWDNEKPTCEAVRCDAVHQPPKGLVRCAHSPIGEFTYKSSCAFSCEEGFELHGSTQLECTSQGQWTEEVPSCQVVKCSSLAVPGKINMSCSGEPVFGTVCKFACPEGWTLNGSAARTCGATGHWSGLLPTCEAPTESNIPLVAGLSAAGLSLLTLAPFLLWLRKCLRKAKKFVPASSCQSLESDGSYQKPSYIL
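Test system: HUVEC | Signal: Immunofluorescence imaging | Read-out: Percent E-selectin-positive cells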
ERAP1 inh = human ERAP1 aminopeptidase inhibitors, primary screen, biochemical, single point, plate reader; Endoplasmic reticulum aminopeptidase 1 (Homo sapiens), Q9NZ08; recombinant ERAP1, Leu-AMC fluorescence, 60 min; inhibition, % at 10.7 µM; 0.15% of 340,000 active; AID 652197, 2013;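 active = mean replicate inhibition of at least 30%, or all replicates individually reaching that 30% level; inactive = mean below 30% and not every replicate reaching it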;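 note: 0% = neutral control wells and 100% = L-leucinethiol positive control wells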
ERp5 inh = inhibitors of ERp5-driven insulin aggregation, primary screen, biochemical, turbidity, absorbance 650 nm, single point | 90 min | inhibition, % at 9.99 µM | 0.05% of 350,000 active | AID 651711, 2012;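 active = mean replicate inhibition above about 25%, with every replicate also reaching it, limit read from the data, passing the limit was not always enough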
RAD54 branch = inhibitors of human RAD54 branch migration, primary screen, biochemical, fluorescence, single point | inhibition, % at 10.4 µM | 0.14% of 360,000 active | RAD54 Holliday junction branch migration, FAM/BHQ fluorescence;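 active = mean normalized replicate activity at least 40 and at least half of replicates scoring 40 or more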;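 note: 0% = median of neutral control wells and 100% = median of positive control wells; inhibitors cause a drop in the FAM fluorescence signal; in these data hits start at about 50%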
Starred values were filed as active, the others as inactive; · = not tested or not shown; & = joins results of further samples.

SMILES	RAD52 inh	esBAF inh	S100A4 MyoIIA	Xi reactivation	E-sel inducer	ERAP1 inh	ERp5 inh	RAD54 branch
C=CCOC(=O)[C@H]1[C@@H]2C(=O)O[C@@H](c3ccccc3)[C@@H](c3ccccc3)N2[C@@H](c2ccc(OCCOC(=O)[C@H]3C[C@H]4C(=O)N[C@@H](CC(C)C)C(=O)N4[C@H]3c3ccc(O)cc3)cc2)[C@]12C(=O)Nc1ccccc12	-33.0	·	-4.5	·	·	-2.5	-2.1	·
CCC(=O)N1CC2(C1)[C@H](c1ccccc1)[C@@H](CO)N2CC1CCOCC1	-1.2	·	7.0	0.0	-0.1	-0.4	-1.3	·
C[C@@H]1CN([C@H](C)CO)S(=O)(=O)c2ccc(-c3cccc(C(=O)N(C)C)c3)cc2O[C@H]1CN(C)C(=O)Cc1ccccn1	2.6	1.1	16.6	7.1	0.3	1.6	17.1	5.8
C[C@@H]1CN([C@@H](C)CO)C(=O)Cc2cc(NC(=O)Cc3cn(C)c4ccccc34)ccc2O[C@@H]1CN(C)S(=O)(=O)c1ccc(F)cc1	-12.1	-2.4	-4.7	-0.8	0.3	2.8	0.1	-1.7
COc1ccc(S(=O)(=O)Nc2ccc3c(c2)C(=O)N([C@@H](C)CO)C[C@@H](C)[C@H](CN(C)C(=O)NC2CCCCC2)OCCCC[C@H](C)O3)cc1	-33.9	8.7	3.3	-0.1	·	1.1	5.9	-2.0
CCCN1C(=O)C2(SC(NC(C)=O)=NN2C(C)=O)c2cc(C)ccc21 (configuration not stated)	-9.7	·	12.2	0.2	·	0.0	-4.4	·
C/C=C/c1ccc2c(c1)O[C@H](CN(C)C(=O)c1cccc(F)c1)[C@@H](C)CN([C@@H](C)CO)S2(=O)=O	2.2	-0.1	20.8	0.0	0.0	0.4	2.4	-1.3
O=C(C[C@H]1C=C[C@@H](NC(=O)c2cnccn2)[C@@H](CO)O1)NCc1ccccc1F	0.9	-0.8	0.8	0.4	-0.1	-2.4	-1.6	3.9
O=C(CSc1nncn1-c1ccccc1)c1c[nH]c2ccccc12	-31.8	-5.4	9.4	0.0	·	-1.3	1.1	-5.5
CNS(=O)(=O)c1cccc(C(=O)OCC(=O)/C=C2/N(C)c3ccccc3C2(C)C)c1	-135.0	·	-32.9	1.2	·	2.7	-1.3	·
COc1ccccc1N=NC1=C(O)CC(C)(C)CC1=O	-16.9	·	-3.3	0.2	·	4.6	-1.2	·
CCOCCCNC(=O)c1c(N)n(-c2ccc3c(c2)OCO3)c2nc3ccccc3nc12	-12.5	-10.0	-14.5	0.3	2.3	3.6	2.2	·
CO[C@H]1CN(C)C(=O)c2ccc(NC(=O)C3CC3)cc2OC[C@@H](C)N(C(=O)C2CCCCC2)C[C@@H]1C	-2.2	2.1	-1.8	0.3	-0.1	-1.8	1.6	-6.0
CC(C)NC(=O)N(C)C[C@H]1OCCCC[C@@H](C)Oc2ccc(NC(=O)Nc3ccc4c(c3)OCO4)cc2C(=O)N([C@H](C)CO)C[C@@H]1C	0.1	-1.5	17.6	2.0	-0.2	2.8	4.8	-0.4
C[C@H]1CN([C@@H](C)CO)C(=O)CCCn2nncc2CO[C@@H]1CN(C)C(=O)NC1CCCCC1	-1.8&10.8	0.1&-0.3	-4.3&-11.8	-0.1&-0.1	-0.1&0.0	2.0&1.4	3.7&-9.3	-10.1&5.5
O=C(N[C@@H]1CC[C@H](CCNS(=O)(=O)c2ccc(Cl)cc2)O[C@@H]1CO)c1cccc(F)c1	4.6	10.7	5.6	-0.7	0.3	2.8	2.8	-1.2
Cc1ccc(C(=O)NC2CCN(C(=O)Nc3ccccc3Cl)CC2)cc1	-12.2	2.0	-2.6	0.0	-0.2	-1.8	0.2	-0.4
C[C@H](CO)N1C[C@H](C)[C@@H](CN(C)C(=O)Nc2ccc3c(c2)OCO3)Oc2ccc(NS(=O)(=O)c3cn(C)cn3)cc2CC1=O	-2.6	-2.5	11.9	0.2	-2.3	-7.9	-10.4	20.2
Cc1cn(C2CC(O)C(O)C(CO)O2)c(=O)[nH]c1=O (configuration not stated)	-20.1	·	-0.9	-0.1	-0.2	-1.9	3.8	·
CSc1ccc(Cl)c(C(=O)N2CCOc3ccccc32)c1	-14.4	3.2	-3.7	0.2	·	1.0	3.3	-8.2
C[C@@H]1CN([C@@H](C)CO)C(=O)c2cccc(NC(=O)Nc3ccccc3)c2O[C@@H]1CN(C)Cc1ccc(C(F)(F)F)cc1	7.7	2.2	-1.6	0.3	·	3.2	-0.6	-5.8
CCn1ncc(S(=O)(=O)NCc2ccco2)c1C	-7.6	·	2.2	0.0	-0.7	-2.3	0.2	-9.5
Cc1ccc(S(=O)(=O)N2CC(CO)=CCC2c2ccccc2)cc1 (configuration not stated)	-1.5	·	-2.6	0.2	-0.3	6.6	-1.6	·
COc1cc(CC(C#N)(CO)c2nc3ccccc3[nH]2)ccc1OC(F)F (configuration not stated)	-19.3	-7.8	-4.6	0.0	·	0.1	-1.6	-6.2
O=C(O)c1cc(-c2ccco2)nn1-c1ccc(Cl)cc1	-24.6	·	-21.8	0.0	5.4	-4.5	-1.6	·
CN1CCN(C(CNC(=O)C(=O)Nc2ccc3c(c2)OCCO3)c2ccc(F)cc2)CC1 (configuration not stated)	-17.3	-0.5	2.8	0.3	·	-6.0	3.9	4.9
Cc1cccc(S(=O)(=O)NC(=O)C2(C)CCN2C(=O)c2cccc(F)c2)c1 (configuration not stated)	-5.4	1.3	-3.8	0.1	-0.1	-0.2	-1.6	5.8
O=c1c2ccccc2sc2nc(CCl)nn12	-3.6	2.4	-11.3	2.0	-0.1	0.3	6.4	·
C[C@H](CO)N1C[C@H](C)[C@@H](CN(C)C(=O)NC2CCCCC2)Oc2c(NC(=O)Nc3ccc4c(c3)OCO4)cccc2C1=O	-3.4&2.1	14.8&4.1	-3.1&-8.6	0.5&0.7	-1.9	-9.2	-6.8&-0.4	-8.0&-7.5
CC(C)NC(=O)N(C)C[C@H]1Oc2cc(C#C[C@H](C)O)ccc2S(=O)(=O)N([C@H](C)CO)C[C@@H]1C	-11.1	-0.5	-3.4	-0.4	0.7	-0.2	-2.8	8.0
COC(=O)C[C@@H]1CC[C@@H]2[C@H](COc3ccc(NC(=O)Nc4c(C)noc4C)cc3C(=O)N2C)O1	-4.6	0.5	-2.7	0.1	-0.1	-0.2	3.6	-3.5
Cc1cc(C(=O)Nc2cccc3c2O[C@@H](CN(C)CC2CC2)[C@@H](C)CN([C@@H](C)CO)C3=O)n(C)n1	0.0	0.0	58.7	0.2	-0.3	0.1	1.0	-5.6
CCn1c2ccccc2c2nnc(SCc3ccccc3)nc21	-29.6	9.8	-0.5	-0.2	0.9	3.5	-1.9	-1.3
CCCCn1nc2cc(C(=O)NCc3cc(C(F)(F)F)cc(C(F)(F)F)c3)ccc2c1OC	-17.3	1.1	0.0	0.0	0.9	4.9	0.4	-0.9
COCC(=O)N(C)C[C@@H]1Oc2ncc(C#CCC3CCCC3)cc2C(=O)N([C@H](C)CO)C[C@H]1C	2.7	-24.1	1.8	-1.0	-1.0	5.0	1.1	5.6
O=C(Nc1ccc(C(=O)N2CCCC2)cc1)C1CCCCC1	-0.8	7.1	-1.7	0.0	-1.7	·	2.6	-3.0
Cc1nn(S(=O)(=O)c2ccccc2)c(C)c1S(=O)(=O)N1CCC(C)CC1	-5.3	-3.2	6.1	-0.1	·	-1.3	0.4	4.8
CCOc1ccc(NC(=O)C2CC(=O)N(c3ccccc3F)C2)cc1 (configuration not stated)	-1.1	0.3	-9.2	0.3	-0.1	-5.7	-1.8	·
CC(C(=O)Nc1nc(-c2ccc(F)cc2)cs1)N1C(=O)C2CC=CCC2C1=O (configuration not stated)	-31.6	-5.5	0.8	0.6	·	2.9	10.1	-5.3
C[C@@H]1CN([C@H](C)CO)C(=O)Cc2cc(NC(=O)C3CC3)ccc2O[C@H]1CN(C)S(=O)(=O)c1ccc(F)cc1	1.6	-2.4	8.6	0.2	-0.3	0.2	-0.2	-5.0
CC1=NN(C(=O)CCc2ccccc2O)C(O)(C(F)(F)F)C1 (configuration not stated)	-11.6	-0.3	-5.6	0.1	0.0	6.9	-1.8	-5.2
N#Cc1ccc(C23CC4(C2)[C@H](CN(Cc2ccc(-c5ccccc5)cc2)[C@@H]4c2ccccc2)C3c2ccc(Cl)nc2)cc1 (some centres not stated)	·	-12.8	·	0.0	0.0	·	·	4.3
Cc1ccc(NC(=O)COC(=O)COc2ccc(Cl)cc2)c([N+](=O)[O-])c1	2.7	·	-8.6	0.0	·	-2.4	2.3	·
COc1ccc2c3c(n(C)c2c1)[C@@H](CO)N(C(=O)Nc1ccc(F)cc1)CC31CCN(Cc2ccccc2F)CC1	48.9	·	-2.7	0.4	0.7	4.6	-5.1	·
CCOc1ccc(S(=O)(=O)N2CCN(C(=O)c3ccc(-n4cncn4)c([N+](=O)[O-])c3)CC2)cc1	-12.2	11.8	-2.9	0.2	-0.4	0.6	-3.7	3.1
Cc1ccc(C)c2c1c1ccccc1n2C	8.8	-14.1	2.2	0.4	-0.4	4.1	2.6	-0.7
CCCC(=O)Nc1ccc2c(c1)C(=O)N(C)C[C@@H](OC)[C@H](C)CN(C(=O)c1cnccn1)[C@H](C)CO2	-6.9	-2.1	0.4	0.8	0.7	-0.8	2.8	-6.1
CCN1CCN(C(=O)c2cc3c(=O)n(C)c4ccccc4c3n2C)CC1	-0.6	-1.4	1.8	0.4	0.0	-0.9	-6.7	34.7
O=C(COC(=O)C12CC3CC(CC(O)(C3)C1)C2)Nc1ccc(OC(F)F)cc1	-11.6	·	-0.5	0.0	0.0	-0.4	5.7	-1.2

Part of the list above, limited to E-sel inducer, RAD52 inh and ERAP1 inh:
SMILES,E-sel inducer,RAD52 inh,ERAP1 inh
CC1=NN(C(=O)CCc2ccccc2O)C(O)(C(F)(F)F)C1 (configuration not stated),0.0,-11.6,6.9
N#Cc1ccc(C23CC4(C2)[C@H](CN(Cc2ccc(-c5ccccc5)cc2)[C@@H]4c2ccccc2)C3c2ccc(Cl)nc2)cc1 (some centres not stated),0.0,·,·
Cc1ccc(NC(=O)COC(=O)COc2ccc(Cl)cc2)c([N+](=O)[O-])c1,·,2.7,-2.4
COc1ccc2c3c(n(C)c2c1)[C@@H](CO)N(C(=O)Nc1ccc(F)cc1)CC31CCN(Cc2ccccc2F)CC1,0.7,48.9,4.6
CCOc1ccc(S(=O)(=O)N2CCN(C(=O)c3ccc(-n4cncn4)c([N+](=O)[O-])c3)CC2)cc1,-0.4,-12.2,0.6
Cc1ccc(C)c2c1c1ccccc1n2C,-0.4,8.8,4.1

Reformatted in markdown: entries from further up
| Structure | RAD52 inh | esBAF inh | S100A4 MyoIIA | Xi reactivation | E-sel inducer | ERAP1 inh | ERp5 inh | RAD54 branch |
| --- | --- | --- | --- | --- | --- | --- | --- | --- |
| CC1=NN(C(=O)CCc2ccccc2O)C(O)(C(F)(F)F)C1 (configuration not stated) | -11.6 | -0.3 | -5.6 | 0.1 | 0.0 | 6.9 | -1.8 | -5.2 |
| N#Cc1ccc(C23CC4(C2)[C@H](CN(Cc2ccc(-c5ccccc5)cc2)[C@@H]4c2ccccc2)C3c2ccc(Cl)nc2)cc1 (some centres not stated) | · | -12.8 | · | 0.0 | 0.0 | · | · | 4.3 |
